TAAR1 antag: human TAAR1 antagonism; Q96RJ0; CHO RD-HGA16 TAAR1, Fluo-8 calcium fluorescence, antagonist; inhibition, % at 3 µM; 360,000 tested, 1.5% active; AID 624466;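 active = inhibition above a per-plate cutoff, the mean inhibition of test compounds on that plate plus 3 SD, cut at about 49% in these data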;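 also: 0% = DMSO plus EC80 beta-PEA response and 100% = DMSO alone without agonist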
Target sequence (Q96RJ0 whole entry, looked up): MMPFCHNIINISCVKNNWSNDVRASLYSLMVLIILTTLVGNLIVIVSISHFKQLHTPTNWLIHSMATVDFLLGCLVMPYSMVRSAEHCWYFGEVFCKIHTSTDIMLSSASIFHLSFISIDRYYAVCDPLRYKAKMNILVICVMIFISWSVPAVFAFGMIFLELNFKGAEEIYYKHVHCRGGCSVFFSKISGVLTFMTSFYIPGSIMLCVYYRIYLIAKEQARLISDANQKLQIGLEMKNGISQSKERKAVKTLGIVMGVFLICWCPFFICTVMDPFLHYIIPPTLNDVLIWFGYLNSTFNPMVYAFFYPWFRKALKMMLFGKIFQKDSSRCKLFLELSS
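Assay system: RD-HGA16 CHO cells with stable hTAAR1 and Gα16 / Reagent: EC80 β-phenethylamine stimulus / Doses: 3 µM, single point / Timing: dye loading 75 min at 37 °C, then 30 min room temperature / Measured by: Fluo-8 intracellular calcium dye fluorescence, real-time kinetic reads / Controls: vehicle wells and EC80 agonist wells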
M1 antag: antagonists of human M1 muscarinic receptor | P11229 | CHO-K1 hM1, Fluo-8 calcium fluorescence, ACh EC80 antagonist | inhibition, % at 3 µM | 360,000 tested, 1.3% active;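 active = percent inhibition above its own plate's cutoff, namely the mean of that plate's compound wells plus 3 SD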;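 also: peak over basal fluorescence ratio during 140 s after agonist addition; 0% = ACh EC80 plus DMSO and 100% = DMSO alone without agonist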
CHO-K1 Ca antag: M1 antagonist counterscreen hit in parental CHO-K1 cells; 360,000 tested, 0.6% active; inhibition, % at 3 µM; AID 602250; ATP-induced calcium, Fluo-8 fluorescence;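 active = inhibition above a per-plate cutoff, the plate's mean sample inhibition plus 3 SD, cut at about 24% in these data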;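 also: 0% = DMSO plus EC80 ATP and 100% = DMSO alone without ATP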
CHO parental Ca: signal in parental CHO cells, OX1R antagonist counter-screen. 330,000 tested, 0.63% active. AID 463079. inhibition, % at 5.6 µM. parental CHO-K1, ATP-induced calcium, Fluo-8 fluorescence;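 active = inhibition above that plate's mean sample inhibition plus 3 SD, cut at about 26% in these data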;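 also: 0% = ATP-challenged DMSO wells and 100% = DMSO wells without ATP; some compounds past the cut are filed as inactive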
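Assay system: untransfected parental CHO cell line. Also added: ATP agonist challenge. Dosing: one dose, 5.6 µM nominal. Measured by: Fluo-8 fluorescence. Read-out: % inhibition. Benchmarks: ATP wells versus no-ATP DMSO wells. Repeats: no replicates.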
M1 ag: human M1 muscarinic receptor agonism. P11229. CHO-K1 hM1, Fluo-8 calcium fluorescence, agonist mode; 0% DMSO, 100% acetylcholine EC100. activation, % at 3 µM. 360,000 tested, 0.33% active. AID 588814;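 active = activation above the run's mean compound activation plus 3 SD, cut at about 16% in these data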;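 also: peak over basal fluorescence ratio within a 140 s kinetic read after compound addition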
OXTR potentiator: human OXTR potentiation | AID 2445 | P30559 | CHO-OTR cells, Fluo-8 calcium fluorescence, potentiator mode; 0% = oxytocin EC15, 100% = EC100 | 320,000 tested, 0.061% active | activation, % at 3 µM;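 active = activation above that plate's cutoff, the mean activation of tested compounds plus 3 SD, cut at about 6.6% in these data, passing the limit was not always enough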;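 also: 100% uses oxytocin at 75 nM as the full agonist control; some results filed as inactive read as strong as hits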
Target sequence (P30559 whole entry, looked up): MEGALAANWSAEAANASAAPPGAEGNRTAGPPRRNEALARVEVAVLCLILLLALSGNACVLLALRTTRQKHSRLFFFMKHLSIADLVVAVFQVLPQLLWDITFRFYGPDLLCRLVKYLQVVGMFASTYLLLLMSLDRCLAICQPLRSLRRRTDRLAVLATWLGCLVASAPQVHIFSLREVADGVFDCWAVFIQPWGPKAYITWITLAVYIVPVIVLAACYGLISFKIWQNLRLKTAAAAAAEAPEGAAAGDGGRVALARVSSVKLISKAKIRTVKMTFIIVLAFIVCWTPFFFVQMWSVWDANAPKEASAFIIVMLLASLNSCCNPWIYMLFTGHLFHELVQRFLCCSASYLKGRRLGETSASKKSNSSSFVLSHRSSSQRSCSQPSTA
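test system = CHO-OTR cells, human receptor | compound = single-point 3.0 µM | schedule = 6 min compound pre-incubation at room temperature, 100 s kinetic read | signal = Fluo-8 no-wash calcium dye fluorescence, excitation 470-495 nm, emission 515-575 nm | repeats = single well per compound, singlicate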
M1 ag parental: nonselective activator or artifact in parental CHO-K1 cells. AID 602248. Fluo-8 calcium fluorescence; scaled to maximal ATP response, vehicle zero. activation, % at 3 µM. 360,000 tested, 0.48% active; in the data active = activation above about 15%;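 also: untransfected CHO-K1 host cells lacking M1 receptor as counterscreen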
M1 PAM parental: counter-screen for M1 PAMs: effect in parental CHO-K1 cells; ATP EC20, Fluo-8 calcium fluorescence; 0% at ATP EC20, 100% at ATP max; activation, % at 3 µM; 360,000 tested, 0.02% active;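 active = activation above the run cutoff, the mean activation of all test compounds plus 3 SD, cut at about 40% in these data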;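 also: peak over basal fluorescence ratio in a 140 s read after ATP addition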
TAAR1 ag: agonists of human TAAR1; Q96RJ0; CHO RD-HGA16 TAAR1, Fluo-8 calcium fluorescence; vehicle wells 0%, saturating PEA agonist 100%; activation, % at 3 µM; 360,000 tested, 0.99% active;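 active = activation above the mean activation of all test compounds in the run plus 3 SD, cut at about 38% in these data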
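Repeats: no replicates (n 1) | Material: CHO-derived RD-HGA16 cells with stable Gα16 and human TAAR1 | Technique: Kinetic Fluo-8 calcium fluorescence | Schedule: 17-24 h seeding, 75 min 37 °C dye, 30 min RT | Evaluation: % activation from peak over basal fluorescence ratio, DMSO-to-PEA scaled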
An asterisk follows results filed as active.

Results for Cc1nn(-c2ccccc2)c2[nH]c(=O)c(CNCC3CCCO3)cc12 (stereo not drawn) ?
TAAR1 antag: 14; M1 antag: -2; CHO-K1 Ca antag: -5; CHO parental Ca: -18; M1 ag: -5; OXTR potentiator: 5; M1 ag parental: 0.6; M1 PAM parental: 19; TAAR1 ag: 6

How did CN(C)C(=O)N1CCC(C(=O)NCc2ccc(F)cc2Cl)CC1 do in these assays?
TAAR1 antag: 16; M1 antag: -4; CHO-K1 Ca antag: -17; CHO parental Ca: 0; M1 ag: -5; OXTR potentiator: -5; M1 ag parental: 5.1; M1 PAM parental: 26; TAAR1 ag: 3

How did O=C(C=C1CCN(c2ncc(C(F)(F)F)cc2Cl)CC1)NNC(=O)Nc1ccccc1 do in these assays?
TAAR1 antag: -12; M1 antag: 3; CHO-K1 Ca antag: 9; CHO parental Ca: 0; M1 ag: -4; OXTR potentiator: 6; M1 ag parental: 0.6; M1 PAM parental: -6; TAAR1 ag: 15

How did CCN1CCN(Cc2cccc(Oc3ccc(Cl)cc3)c2)CC1 do in these assays?
TAAR1 antag: -10; M1 antag: 54*; CHO-K1 Ca antag: -9; CHO parental Ca: -16; M1 ag: -8; OXTR potentiator: -2; M1 ag parental: 2.8; M1 PAM parental: 19; TAAR1 ag: 11

How did Cn1c(CCc2ccc(N)cc2)nc2ccccc21 do in these assays?
TAAR1 antag: -9; M1 antag: -2; CHO-K1 Ca antag: -16; CHO parental Ca: -6; M1 ag: -7; OXTR potentiator: 5; M1 ag parental: 0.2; M1 PAM parental: 13; TAAR1 ag: 15

Results for Cc1cccc(Nc2nnc(SC3CCOC3=O)s2)c1C (stereo not drawn) ?
TAAR1 antag: -31; M1 antag: -14; CHO-K1 Ca antag: -15; CHO parental Ca: -11; M1 ag: -4; OXTR potentiator: -10; M1 ag parental: 0.7; M1 PAM parental: 20; TAAR1 ag: 4

How did COc1ccc(-n2c(C)cc(C(=O)CN3C(=O)C(=O)N(Cc4ccccc4)C3=O)c2C)cc1 do in these assays?
TAAR1 antag: 28; M1 antag: 4; CHO-K1 Ca antag: -16; CHO parental Ca: 8; M1 ag: -4; OXTR potentiator: -9; M1 ag parental: 1.2; M1 PAM parental: 13; TAAR1 ag: 4

What do the screens show for `Cc1ccccc1C(=O)NC1CCN(CC(=O)Nc2ccccc2)CC1`?
TAAR1 antag: -5; M1 antag: -8; CHO-K1 Ca antag: 1; CHO parental Ca: -24; M1 ag: 1; OXTR potentiator: 2; M1 ag parental: 0.1; M1 PAM parental: -13; TAAR1 ag: 5

Results for Cc1ccc(C)c(S(=O)(=O)Nc2ccc3cn[nH]c3c2)c1 ?
TAAR1 antag: 8; M1 antag: -13; CHO-K1 Ca antag: -18; CHO parental Ca: -10; M1 ag: 4; OXTR potentiator: -5; M1 ag parental: 3.1; M1 PAM parental: 22; TAAR1 ag: 9

What do the screens show for `COc1ccc(NC(=O)COc2ccccc2C#N)c(S(=O)(=O)N2CCCCC2)c1`?
TAAR1 antag: 17; M1 antag: 0; CHO-K1 Ca antag: -10; CHO parental Ca: -22; M1 ag: 0; OXTR potentiator: -9; M1 ag parental: 3.5; M1 PAM parental: 3; TAAR1 ag: 8

What do the screens show for `O=C(CN1C(=O)NC2(CCCCC2)C1=O)NCCC1=CCCCC1`?
TAAR1 antag: -13; M1 antag: -32; CHO-K1 Ca antag: -14; CHO parental Ca: -5; M1 ag: -3; OXTR potentiator: -6; M1 ag parental: 0.1; M1 PAM parental: 9; TAAR1 ag: 2

How did CCC(C)(C)C(=O)Nc1nnc(CCc2ccccc2)s1 do in these assays?
TAAR1 antag: -7; M1 antag: -7; CHO-K1 Ca antag: 13; CHO parental Ca: -13; M1 ag: -2; OXTR potentiator: -8; M1 ag parental: -1.0; M1 PAM parental: -19; TAAR1 ag: 2

What do the screens show for `C=C(C)C(=O)Nc1cccnc1Oc1ccc(F)cc1F`?
TAAR1 antag: -16; M1 antag: -7; CHO-K1 Ca antag: -7; CHO parental Ca: 2; M1 ag: -3; OXTR potentiator: -3; M1 ag parental: -0.3; M1 PAM parental: 8; TAAR1 ag: 0

What do the screens show for `CCN(CC(=O)Nc1cc(Cl)ccc1C)C(=O)C1CC(=O)N(Cc2ccccc2)C1` (stereo not drawn)?
TAAR1 antag: -18; M1 antag: -5; CHO-K1 Ca antag: -3; CHO parental Ca: -16; M1 ag: -3; OXTR potentiator: -7; M1 ag parental: 0.8; M1 PAM parental: 14; TAAR1 ag: 0

Results for Cc1ccc(SCCNC(=S)Nc2ccc(C)c(C)c2)cc1 ?
TAAR1 antag: 25; M1 antag: 16; CHO-K1 Ca antag: 3; CHO parental Ca: -25; M1 ag: -5; OXTR potentiator: -6; M1 ag parental: 1.3; M1 PAM parental: 11; TAAR1 ag: 6

What do the screens show for `CC(C)c1c(C(=O)N/N=C/c2ccccc2C(=O)O)nnn1-c1nonc1N`?
TAAR1 antag: -12; M1 antag: -2; CHO-K1 Ca antag: -13; CHO parental Ca: -7; M1 ag: -1; OXTR potentiator: -2; M1 ag parental: 1.8; M1 PAM parental: 20; TAAR1 ag: 3

What do the screens show for `CC1CCCC(NC(=O)CSc2n[nH]c(=O)n2Cc2ccccc2)C1C` (stereo not drawn)?
TAAR1 antag: -1; M1 antag: -1; CHO-K1 Ca antag: 3; CHO parental Ca: -19; M1 ag: -2; OXTR potentiator: 10; M1 ag parental: 0.9; M1 PAM parental: 2; TAAR1 ag: 4

Results for Cc1ccc(-c2nc(CS(=O)CC(=O)NCCC(C)C)c(C)o2)cc1 (stereo not drawn) ?
M1 antag: -19; CHO-K1 Ca antag: -6; CHO parental Ca: -12; M1 ag: -6; OXTR potentiator: 0; M1 ag parental: 0.3; M1 PAM parental: 21

How did O=C(CN1CCN(Cc2ccccc2)CC1)Nc1nnc(C(F)(F)F)s1 do in these assays?
TAAR1 antag: 3; M1 antag: -4; CHO-K1 Ca antag: -10; CHO parental Ca: 10; M1 ag: -7; OXTR potentiator: 0; M1 ag parental: 0.6; M1 PAM parental: 5; TAAR1 ag: -1

How did c1cn(-c2ccc(-c3ccnc4ncnn34)cc2)cn1 do in these assays?
TAAR1 antag: 1; M1 antag: -10; CHO-K1 Ca antag: -8; CHO parental Ca: -8; M1 ag: -6; OXTR potentiator: -4; M1 ag parental: 1.3; M1 PAM parental: 20; TAAR1 ag: 8

How did COc1ccc(NC(=O)CN(C)Cc2cccs2)cc1Cl do in these assays?
TAAR1 antag: -4; M1 antag: -8; CHO-K1 Ca antag: -7; CHO parental Ca: -14; M1 ag: 0; OXTR potentiator: -10; M1 ag parental: 3.8; M1 PAM parental: -10; TAAR1 ag: 0

What do the screens show for `CCOc1ccc(-c2nnc3sc(COc4ccc(Cl)cc4)nn23)cc1`?
TAAR1 antag: 4; M1 antag: -11; CHO-K1 Ca antag: -4; CHO parental Ca: -14; M1 ag: -4; OXTR potentiator: -10; M1 ag parental: 0.3; M1 PAM parental: 7; TAAR1 ag: 0

How did O=S(=O)(c1c(F)cccc1F)N1CCCC2CCCCC21 (stereo not drawn) do in these assays?
TAAR1 antag: -28; M1 antag: -3; CHO-K1 Ca antag: -27; CHO parental Ca: -24; M1 ag: -8; OXTR potentiator: -6; M1 ag parental: -1.3; M1 PAM parental: 12; TAAR1 ag: 3

How did Cc1cccc(Cn2c(=O)c3c(nc4n3CCN4Cc3ccco3)n(C)c2=O)c1 do in these assays?
TAAR1 antag: -13; M1 antag: 5; CHO-K1 Ca antag: 1; CHO parental Ca: -17; M1 ag: -6; OXTR potentiator: -5; M1 ag parental: 0.2; M1 PAM parental: -3; TAAR1 ag: 3

What do the screens show for `COc1ccc(CCNC2CC(C)N(C)CC2C)cc1OC` (stereo not drawn)?
TAAR1 antag: 2; M1 antag: -16; CHO-K1 Ca antag: -20; CHO parental Ca: 2; M1 ag: -5; OXTR potentiator: 6; M1 ag parental: 0.3; M1 PAM parental: 18; TAAR1 ag: 8

How did CC(O)CNc1nc2c(c(=O)n(C)c(=O)n2C)n1C/C=C/c1ccccc1 (stereo not drawn) do in these assays?
TAAR1 antag: -26; M1 antag: -2; CHO-K1 Ca antag: -20; CHO parental Ca: -6; M1 ag: 0; OXTR potentiator: -10; M1 ag parental: 0.6; M1 PAM parental: 22; TAAR1 ag: 12

How did Cc1ccc(S(=O)(=O)C2(C(=O)Nc3cccc(F)c3)CC2)cc1 do in these assays?
TAAR1 antag: -20; M1 antag: -11; CHO-K1 Ca antag: 3; CHO parental Ca: -4; M1 ag: -5; OXTR potentiator: -5; M1 ag parental: 0.2; M1 PAM parental: 13; TAAR1 ag: -2

What do the screens show for `CC(C)(C)C(=O)N1CCN(c2ccc([N+](=O)[O-])c(-n3nc(-c4ccccc4)c4ccccc4c3=O)c2)CC1`?
TAAR1 antag: 11; M1 antag: 12; CHO-K1 Ca antag: 5; CHO parental Ca: -16; M1 ag: -4; OXTR potentiator: -3; M1 ag parental: 2.1; M1 PAM parental: 6; TAAR1 ag: 3

Gathered by group: the compounds so far with an NH in an aromatic ring
Results for Cc1nn(-c2ccccc2)c2[nH]c(=O)c(CNCC3CCCO3)cc12 (stereo not drawn) ?
TAAR1 antag: 14; M1 antag: -2; CHO-K1 Ca antag: -5; CHO parental Ca: -18; M1 ag: -5; OXTR potentiator: 5; M1 ag parental: 0.6; M1 PAM parental: 19; TAAR1 ag: 6

Results for Cc1ccc(C)c(S(=O)(=O)Nc2ccc3cn[nH]c3c2)c1 ?
TAAR1 antag: 8; M1 antag: -13; CHO-K1 Ca antag: -18; CHO parental Ca: -10; M1 ag: 4; OXTR potentiator: -5; M1 ag parental: 3.1; M1 PAM parental: 22; TAAR1 ag: 9

What do the screens show for `CC1CCCC(NC(=O)CSc2n[nH]c(=O)n2Cc2ccccc2)C1C` (stereo not drawn)?
TAAR1 antag: -1; M1 antag: -1; CHO-K1 Ca antag: 3; CHO parental Ca: -19; M1 ag: -2; OXTR potentiator: 10; M1 ag parental: 0.9; M1 PAM parental: 2; TAAR1 ag: 4
